CRFBP-R2 agonist: agonists of human CRF-binding protein/CRF-R2 receptor complex; AID 588473; activation, % at 13.2 µM; HEK293 CRF-R2/CRF-BP, calcium dye fluorescence (FLIPR); percent of saturating CRF peptide response; hit rate 0.46% among 350,000;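 active = activation of at least 50%, plus an integration ratio under a set limit after plate pattern correction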;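 note: plate controls were neutral control wells without compound for no effect and CRF at EC100 for full effect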
M4 PAM: potentiates acetylcholine response at human M4 receptor | CHO-K1 hM4/Gqi5, Fluo-8 calcium fluorescence, ACh EC20; 0% = ACh EC20, 100% = maximal ACh | activation, % at 3 µM | hit rate 0.4% among 360,000;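 active = activation above its plate's cutoff, the mean activation of sample wells plus 3 SD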; note: some results filed as inactive read as strong as hits
Target sequence (P08173 whole entry, looked up): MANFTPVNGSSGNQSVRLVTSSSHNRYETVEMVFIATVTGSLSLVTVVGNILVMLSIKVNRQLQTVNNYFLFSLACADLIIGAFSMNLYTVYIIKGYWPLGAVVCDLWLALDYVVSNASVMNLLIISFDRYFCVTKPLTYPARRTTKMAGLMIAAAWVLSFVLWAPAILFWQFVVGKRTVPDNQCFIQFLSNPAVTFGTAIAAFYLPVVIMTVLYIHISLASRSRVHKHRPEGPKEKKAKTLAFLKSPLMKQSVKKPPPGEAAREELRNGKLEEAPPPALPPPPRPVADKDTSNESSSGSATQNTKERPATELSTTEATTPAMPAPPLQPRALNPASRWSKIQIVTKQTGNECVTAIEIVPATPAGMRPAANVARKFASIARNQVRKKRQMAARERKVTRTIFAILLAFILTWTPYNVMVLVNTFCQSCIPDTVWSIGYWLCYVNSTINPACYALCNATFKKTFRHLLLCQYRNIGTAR
CHRM5 PAM: potentiates acetylcholine response at human M5 receptor; hit rate 0.3% among 360,000; activation, % at 3 µM; CHO-K1 hM5, Fluo-8 calcium, ACh EC20 PAM; 0% = ACh EC20, 100% = ACh EC100; P08912;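 active = activation above the run cutoff, the mean activation of all test compounds plus 3 SD, cut at about 18% in these data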
Target sequence (P08912 whole entry, looked up): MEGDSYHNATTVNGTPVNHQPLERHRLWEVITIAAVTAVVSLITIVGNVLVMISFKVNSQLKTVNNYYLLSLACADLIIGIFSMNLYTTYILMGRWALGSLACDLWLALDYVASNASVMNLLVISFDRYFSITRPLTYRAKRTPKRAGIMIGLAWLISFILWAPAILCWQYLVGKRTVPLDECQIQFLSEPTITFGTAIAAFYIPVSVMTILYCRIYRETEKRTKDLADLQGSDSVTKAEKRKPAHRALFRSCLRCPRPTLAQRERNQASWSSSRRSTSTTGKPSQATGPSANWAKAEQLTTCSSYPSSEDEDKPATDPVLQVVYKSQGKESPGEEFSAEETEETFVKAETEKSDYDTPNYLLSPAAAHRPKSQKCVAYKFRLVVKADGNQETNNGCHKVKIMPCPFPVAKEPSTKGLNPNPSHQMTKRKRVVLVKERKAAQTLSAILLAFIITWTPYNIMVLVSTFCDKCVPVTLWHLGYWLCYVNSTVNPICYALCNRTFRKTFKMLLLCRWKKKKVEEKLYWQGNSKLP
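Test system: CHO-K1 hM5 cells / Doses: single-point, 3 µM nominal / Times: Post-acetylcholine fluorescence recording 140 s / Technique: Fluo-8 calcium fluorescence / Measure: Max/basal fluorescence ratio as % of EC20–EC100 ACh window / Benchmarks: low control EC20 acetylcholine (0%), high control EC100 acetylcholine (100%) / Replicates: one well per compound, no replicates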
CHRM5 antagonist: CHRM5 antagonism in calcium assay. inhibition, % at 3 µM. hit rate 0.59% among 360,000. AID 624040. P08912. CHO-hM5 cells, Fluo-8 calcium fluorescence, ACh EC80;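 active = inhibition above a per-plate cutoff, the mean of that plate's test compounds plus 3 SD, cut at about 27% in these data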;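 note: 0% = acetylcholine EC80 with DMSO and 100% = DMSO without agonist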
M1 PAM: positive allosteric modulators of human M1 muscarinic receptor | P11229 | CHO-K1 hM1, Fluo-8 calcium fluorescence, ACh EC20; 0% = ACh EC20, 100% = maximal ACh | activation, % at 3 µM | hit rate 0.088% among 360,000; in the data active = activation above about 19%, passing the limit was not always enough
CRFR2-BP antag: CRF-BP/CRF-R2 complex antagonism | HEK293 CRF-R2/CRF-BP, CRF-induced calcium fluorescence | inhibition, % at 11.8 µM | AID 588475 | hit rate 0.59% among 350,000;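 active = inhibition of the ligand-induced calcium signal above about 50% at the single tested concentration, limit read from the data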
M5 ag: CHRM5 agonism in calcium assay; P08912; CHO-K1 hM5 cells, Fluo-8 calcium fluorescence; 0% DMSO wells, 100% maximal acetylcholine response; activation, % at 3 µM; hit rate 0.19% among 360,000; AID 624037;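 active = activation above the run's mean over test compounds plus 3 SD, cut at about 23% in these data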;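 note: signal is peak over basal fluorescence ratio across the kinetic read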
M4 antag: CHRM4 antagonism in calcium assay. P08173. CHO-hM4 cells, ACh EC80, Fluo-8 calcium fluorescence. inhibition, % at 3 µM. hit rate 0.73% among 360,000;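 active = inhibition above its plate's cutoff, the mean inhibition of sample wells plus 3 SD, cut at about 27% in these data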;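 note: 0% = acetylcholine EC80 with DMSO and 100% = DMSO without agonist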
M4 ag: agonists of human muscarinic M4 receptor (CHRM4); P08173; CHO-K1 hM4/Gqi5, Fluo-8 calcium fluorescence; vehicle 0%, full acetylcholine response 100%; activation, % at 3 µM; hit rate 0.14% among 360,000;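 active = activation above the run mean over all test wells plus 3 SD, cut at about 32% in these data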;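 note: peak over basal fluorescence ratio per well then scaled between controls; 0% = DMSO wells and 100% = acetylcholine at EC100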
Starred values were filed as active, the others as inactive.

No.	SMILES	CRFBP-R2 agonist	M4 PAM	CHRM5 PAM	CHRM5 antagonist	M1 PAM
1	CCOc1ccc(NC(=O)CN(C)C(=O)C(C)N2C(=O)c3ccccc3C2=O)cc1OCC (stereo not given)	2.1	-0.4	3.1	6.9	-0.3
2	CCS(=O)(=O)c1ccc2oc(SCC(=O)N3CCCCC3)nc2c1	2.4	-4.0	-5.1	8.2	2.9
3	COc1ccc(NC(=O)CN(C)C(=O)CCCc2nc3ccccc3c(=O)[nH]2)cc1	1.1	1.4	-0.8	3.3	1.9
4	COc1cc(OC)cc(OCC(O)Cn2ccnc2)c1 (stereo not given)	-0.7	6.0	-1.1	-0.7	6.0
5	CCCn1c(CN2CCN(C(=O)c3ccco3)CC2)nc2c1c(=O)n(C)c(=O)n2C	0.8	2.1	-1.8	-4.8	6.4
6	COCCSc1ccccc1C(=O)Nc1cc(C)ccn1	-2.5	2.2	1.7	6.3	-0.3
7	Oc1ccccc1-c1cc(-c2ccccc2Cl)[nH]n1	10.6	-7.9	-11.0	2.9	-3.6
8	CC(C)(C)OC(=O)N1CCCN(C(=O)c2ccc(Cl)cc2)CC1	-2.6	-2.4	5.7	1.7	4.3
9	O=C(c1ccc(S(=O)(=O)Nc2ccc(F)cc2)cc1)N1CCN(C(=O)c2ccco2)CC1	4.3	-1.8	0.1	-0.5	-3.7
10	C=CC[C@H](CC(=O)N(CCO)Cc1ccccc1)C(=O)N[C@H](COC(=O)[C@@H](CC=C)CC(=O)OC(C)(C)C)Cc1ccccc1	-2.7	-10.4	-7.8	3.1	-1.6
11	O=C(OCN1C(=O)c2ccccc2C1=O)c1cc(S(=O)(=O)N2CCOCC2)ccc1F	-0.7	2.2	-3.2	3.0	2.5
12	N#CNC(=Nc1cccc(Cl)c1)Oc1ccccc1	3.1	5.7	1.0	3.9	4.7
13	O=C(c1ccco1)N(Cc1ccc2c(c1)OCO2)Cc1cc2cc3c(cc2[nH]c1=O)OCO3	0.2	2.7	1.9	-2.4	0.7
14	COC(=O)CCCC1=CC2=C(c3ccccc3)C(=O)C(C)(OC(=O)C3CCCC3)C(=O)C2=CN1CCN1CCOCC1 (stereo not given)	0.7	-0.3	-3.7	11.9	-2.6
15	CN(CC(=O)Nc1ccc(N2CCOCC2)cc1)CC(=O)Nc1cccc(C#N)c1	-2.2	22.8*	5.8	4.7	11.1

No.	CRFR2-BP antag	M5 ag	M4 antag	M4 ag
1	-0.5	3.0	-7.4	3.1
2	4.6	1.7	1.4	3.0
3	-5.6	2.0	-4.7	0.8
4	1.5	-2.2	2.8	1.7
5	-21.4	-1.3	-24.4	2.5
6	0.4	-2.3	2.9	0.6
7	-32.9	-0.3	11.2	0.7
8	-11.8	-2.7	6.3	1.1
9	-10.8	5.8	-1.3	3.5
10	13.6	-3.0	-10.0	19.1
11	-4.1	2.4	0.8	4.5
12	12.0	-2.2	-2.1	1.2
13	-10.6	0.6	7.6	0.3
14	2.7	2.8	5.8	1.1
15	9.8	2.9	-0.6	5.6

Arranged by heavy-atom count (low to high): 10 of the compounds above
No.	SMILES	CRFBP-R2 agonist	M4 PAM	CHRM5 PAM	CHRM5 antagonist	M1 PAM
7	Oc1ccccc1-c1cc(-c2ccccc2Cl)[nH]n1	10.6	-7.9	-11.0	2.9	-3.6
4	COc1cc(OC)cc(OCC(O)Cn2ccnc2)c1 (stereo not given)	-0.7	6.0	-1.1	-0.7	6.0
6	COCCSc1ccccc1C(=O)Nc1cc(C)ccn1	-2.5	2.2	1.7	6.3	-0.3
8	CC(C)(C)OC(=O)N1CCCN(C(=O)c2ccc(Cl)cc2)CC1	-2.6	-2.4	5.7	1.7	4.3
2	CCS(=O)(=O)c1ccc2oc(SCC(=O)N3CCCCC3)nc2c1	2.4	-4.0	-5.1	8.2	2.9
5	CCCn1c(CN2CCN(C(=O)c3ccco3)CC2)nc2c1c(=O)n(C)c(=O)n2C	0.8	2.1	-1.8	-4.8	6.4
11	O=C(OCN1C(=O)c2ccccc2C1=O)c1cc(S(=O)(=O)N2CCOCC2)ccc1F	-0.7	2.2	-3.2	3.0	2.5
9	O=C(c1ccc(S(=O)(=O)Nc2ccc(F)cc2)cc1)N1CCN(C(=O)c2ccco2)CC1	4.3	-1.8	0.1	-0.5	-3.7
14	COC(=O)CCCC1=CC2=C(c3ccccc3)C(=O)C(C)(OC(=O)C3CCCC3)C(=O)C2=CN1CCN1CCOCC1 (stereo not given)	0.7	-0.3	-3.7	11.9	-2.6
10	C=CC[C@H](CC(=O)N(CCO)Cc1ccccc1)C(=O)N[C@H](COC(=O)[C@@H](CC=C)CC(=O)OC(C)(C)C)Cc1ccccc1	-2.7	-10.4	-7.8	3.1	-1.6

No.	CRFR2-BP antag	M5 ag	M4 antag	M4 ag
7	-32.9	-0.3	11.2	0.7
4	1.5	-2.2	2.8	1.7
6	0.4	-2.3	2.9	0.6
8	-11.8	-2.7	6.3	1.1
2	4.6	1.7	1.4	3.0
5	-21.4	-1.3	-24.4	2.5
11	-4.1	2.4	0.8	4.5
9	-10.8	5.8	-1.3	3.5
14	2.7	2.8	5.8	1.1
10	13.6	-3.0	-10.0	19.1

Next results.
No.	SMILES	CRFBP-R2 agonist	M4 PAM	CHRM5 PAM	CHRM5 antagonist	M1 PAM
16	O=C(Nc1nnc(SCc2ccc(F)cc2)s1)c1ccc2ncsc2c1	-1.7	-2.4	0.6	-4.0	9.6
17	COc1ccc(NC(=S)N/N=C2/CCCc3c(C)cc(C)cc32)cc1	-0.2	0.1	0.8	7.8	4.7
18	COc1cc(/C=N/n2nnnc2N)ccc1OC(C)=O	-1.1	-1.6	1.5	3.2	8.7
19	Cc1ccc(C)c(S(=O)(=O)NNC(=O)Nc2ccccc2Cl)c1	-4.8	13.4	4.5	3.6	6.0
20	O=C(Nc1ccc([N+](=O)[O-])cc1)Nc1cnccn1	1.4	-2.0	-11.8	6.4	4.0
21	CCCSc1nnc(Sc2nnnn2-c2ccccc2)s1	3.0	6.4	3.3	-2.8	7.3
22	CC(C)(C)NC(=O)CCSc1nnc(-c2ccco2)o1	-1.2	-0.5	1.0	8.1	3.9
23	O=C(CSc1nc2ccccc2[nH]1)NCCCn1ccnc1	5.0	8.9	6.9	-14.1	4.3
24	CCCc1ccc(C(C)NC(=S)NC2CCCCC2)cc1 (stereo not given)	18.5	-7.8	-5.9	16.0	-1.9
25	O=C(NC1CCCC1)c1ccc([N+](=O)[O-])s1	-1.1	-6.0	-0.1	1.2	1.2
26	Cc1ccc(NC(=O)CCNS(=O)(=O)c2ccc3c(c2)CCC(=O)N3)cc1C	0.0	-2.4	1.1	-4.5	3.5
27	COC(=O)c1nn(-c2nc(-c3cccc(OC)c3)cc(C(F)(F)F)n2)cc1[N+](=O)[O-]	0.8	1.8	-0.8	1.2	15.4
28	C/C=C1\COC(C(=O)NCc2ccccc2)(C(F)(F)F)C=C1C=C(C)C (stereo not given)	1.7	-13.6	-19.9	11.8	-27.6
29	CCSc1n[nH]c(=O)[nH]c1=O	2.1	14.7	-0.3	-0.6	5.1
30	COCC1CCN(C(=O)C2CCC(=O)N(C3CCCCCC3)C2)CC1 (stereo not given)	2.1	9.4	1.0	0.6	13.4

No.	CRFR2-BP antag	M5 ag	M4 antag	M4 ag
16	-22.4	-1.4	3.9	2.0
17	5.6	-5.0	-4.5	-0.1
18	21.6	1.5	8.6	1.1
19	-23.9	-5.9	-7.3	1.2
20	12.2	3.5	-1.0	11.1
21	7.1	-0.4	2.2	-1.4
22	-6.2	1.0	-0.5	4.0
23	18.9	2.8	-3.9	1.8
24	-49.2	1.8	-2.9	12.5
25	19.1	-2.1	4.9	0.2
26	-7.8	-2.0	-3.6	0.5
27	-12.0	-1.4	-9.9	0.3
28	7.5	-11.7	14.5	-1.2
29	-4.0	-2.8	-2.9	0.7
30	-9.9	-3.3	-2.7	0.9

Other results follow.
No.	SMILES	CRFBP-R2 agonist	M4 PAM	CHRM5 PAM	CHRM5 antagonist	M1 PAM
31	O=C(c1ccc(O)cc1)c1ccc(C(=O)c2ccc(O)cc2)cc1	5.6	-14.2	-16.4	7.5	-12.6
32	O=C(CCS(=O)(=O)c1cc(Br)cc2c1N(C(=O)C1CC1)CC2)N1CCN(c2ccccn2)CC1	0.6	9.2	5.0	-19.8	9.1
33	Cc1nc([N+](=O)[O-])c(N2CCOCC2)n1Cc1ccccc1	-3.5	2.3	16.0	-7.4	17.1
34	Cc1ccc(S(=O)(=O)/N=C(\Nc2cccc(C)c2)Nc2nc(C)cc(C)n2)cc1	8.4	12.3	0.7	0.3	9.8
35	CCCCn1c(N)c(N(CC(C)C)C(=O)c2ccc(-c3ccc([N+](=O)[O-])cc3)o2)c(=O)[nH]c1=O	-1.0	14.5	3.1	-0.2	19.6
36	O=C(CNC(=O)c1cccc(S(=O)(=O)N2CCc3ccccc32)c1)Nc1ccc(F)c(F)c1F	2.1	2.1	-6.7	15.3	4.3
37	CCN(CC)S(=O)(=O)c1ccc(N2CCCC2)c(NC(=O)CC(C)(C)C)c1	-0.1	-6.3	10.7	-6.3	9.2
38	Cc1cccn2c(CNCC3(c4ccccc4)CCCC3)c(C(=O)N3CCOCC3)nc12	1.1	-16.1	-20.6	11.3	-17.5
39	CCOCCCN1C(=O)C2C(C(=O)Nc3ccc(OCC)cc3)C3C=CC2(O3)C1C(=O)NC1CCCCC1 (stereo not given)	-0.3	-2.2	-0.5	5.3	1.5
40	Cc1cc(N2C(=O)C3C4CCC(C4)C3C2=O)no1 (stereo not given)	1.3	8.1	0.8	9.2	3.4
41	N#Cc1sc2nccc(Nc3ccccc3)c2c1N	-1.4	-4.5	-4.0	-2.3	3.6
42	Cc1nn(C)c(C)c1S(=O)(=O)N1CCC(C(=O)NC2CCCCC2)CC1	-1.3	7.1	-0.1	-6.4	5.6
43	COc1cc(/C=N\NC(=O)c2sc(N)nc2C)cc(OC)c1OC	0.3	4.1	0.3	-4.6	-1.3
44	O=C(Nc1ccc2c(c1)OCO2)c1c[nH]c(=O)n(-c2ccc(F)cc2)c1=O	-2.8	-5.6	-2.0	4.5	5.5

No.	CRFR2-BP antag	M5 ag	M4 antag	M4 ag
31	4.5	6.8	7.1	14.8
32	-5.4	-8.0	-12.5	4.4
33	-2.4	6.6	3.0	0.2
34	0.9	-0.5	0.1	0.7
35	21.1	2.8	-14.6	-0.1
36	-19.7	0.8	0.1	9.7
37	5.3	1.3	2.8	-0.2
38	-56.7	3.9	-0.7	16.4
39	-9.8	-1.2	1.7	-0.2
40	-3.5	-0.1	2.4	0.6
41	-28.9	10.2	4.8	11.1
42	10.8	-7.0	-1.9	1.0
43	-18.6	-2.1	1.1	0.7
44	16.3	4.0	-0.2	1.8

Screening data from PubChem.
